Bioassay records as filed in PubChem BioAssay.
SUMO Mot1 rescue = yeast Mot1-301 growth rescue at high temperature, primary screen, SUMOylation pathway inhibitor project, S. cerevisiae, ATP luminescence, 38.5C; S. cerevisiae Mot1-301 growth rescue; percent above DMSO median, 100 means doubled; growth rescue, % at 18.8 µM; 320,000 compounds, 1% hits; AID 2716, 2010;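 active means every valid replicate shows activation above 250% relative to neutral control wells; inactive means the rest, any valid replicate at or below 250%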;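 further: OY570 slx delta 5 strain wells were the positive control but not used for scaling; some compounds called inactive have numbers as strong as hits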
PKA-R1A activ = activators of PKA-R1A holoenzyme, primary screen, biochemical, fluorescence polarization, Cy5-IP20, bovine R1A, mouse PKAc; PKA-R1A dissociation; scaled: DMSO 0%, 113 µM cGMP 100%; activation, % at 11.4 µM; 340,000 compounds, 0.083% hits; AID 504707, 2011;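 active means percent activation above the mean of all tested compounds plus 3 SD, cut at about 19% in these data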;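 further: higher means more PKAc released from R1A so a rise in polarization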
SR-BI uptake up = activators of SR-BI mediated DiI-HDL uptake, primary screen, ldlA[mSR-BI] CHO cells, DiI fluorescence | 3 h; 100 = double the neutral-control signal | activation, % at 12.5 µM | 320,000 compounds, 0.096% hits | AID 504775, 2011;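 active means mean replicate activation of at least 60% and every replicate at or above 60%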;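 further: 0% = median plate neutral-control signal and 100% = twice that signal; values of inactives mirror those of a sister screen read the other way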
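Test system: SR-BI-overexpressing, LDLR-lacking CHO cells. Measured by: DiI fluorescence, bottom read. Medium: Ham's F12 with 0.5% BSA, HEPES 25 mM, pH 7.4. Timing: 3 h uptake period with compound, 37 °C.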
dFosB activator = activators of delta FosB homodimer, primary screen, biochemical, fluorescence polarization, TAMRA-CDK5 oligo, single point; Protein FosB (Mus musculus), P13346; activation, % at 25 µM; 340,000 compounds, 0.99% hits; purified delta FosB; percent of positive-control signal above neutral wells; AID 493131, 2011;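 active means mean activation above about 17%, with every replicate also reaching it, limit read from the data, passing the limit was not always enough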;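 further: fluorescence polarization rise as delta FosB binds a TAMRA Cdk5 AP-1 oligo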
Arrestin-AP2 inh = inhibitors of beta-arrestin/AP2 binding, primary screen, biochemical, GPCR trafficking, flow cytometry; beta-arrestin 1 C-terminal peptide binding to AP2 beta2-adaptin appendage (human); FITC-arrestin peptide / GST-AP2 beads; AP2 beta2 appendage carries R879A mutation; inhibition, % at 10 µM; 340,000 compounds, 0.31% hits;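 active means inhibition above a set limit, near 3 SD of compounds lacking own fluorescence, cut at about 54% in these data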;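 further: plate controls were DMSO wells for no effect and 5 µM unlabelled arrestin peptide for full effect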
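test system = AP2 appendage R879A on GSH beads | buffer or medium = PBS plus Tween 20 (0.05%) and BSA (0.1%) | incubation = 12 min plus 1 h, RT | detection = bead flow cytometry, FITC channel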
SR-BI HDL uptake = inhibitors of SR-BI mediated HDL lipid uptake, primary screen, ldlA[mSR-BI] cells, fluorescence, single point; ldlA[mSR-BI] CHO cells, DiI-HDL uptake fluorescence, 3 h; inhibition, % at 12.5 µM; 320,000 compounds, 0.96% hits; AID 488896, 2010;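 active means mean replicate inhibition of at least 70% and a set share of replicates each scoring 70 or more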;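 further: 0% = median of neutral control wells and 100% = median of positive control wells; values of inactives mirror those of a sister screen read the other way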
Target sequence (Q61009 whole entry, looked up): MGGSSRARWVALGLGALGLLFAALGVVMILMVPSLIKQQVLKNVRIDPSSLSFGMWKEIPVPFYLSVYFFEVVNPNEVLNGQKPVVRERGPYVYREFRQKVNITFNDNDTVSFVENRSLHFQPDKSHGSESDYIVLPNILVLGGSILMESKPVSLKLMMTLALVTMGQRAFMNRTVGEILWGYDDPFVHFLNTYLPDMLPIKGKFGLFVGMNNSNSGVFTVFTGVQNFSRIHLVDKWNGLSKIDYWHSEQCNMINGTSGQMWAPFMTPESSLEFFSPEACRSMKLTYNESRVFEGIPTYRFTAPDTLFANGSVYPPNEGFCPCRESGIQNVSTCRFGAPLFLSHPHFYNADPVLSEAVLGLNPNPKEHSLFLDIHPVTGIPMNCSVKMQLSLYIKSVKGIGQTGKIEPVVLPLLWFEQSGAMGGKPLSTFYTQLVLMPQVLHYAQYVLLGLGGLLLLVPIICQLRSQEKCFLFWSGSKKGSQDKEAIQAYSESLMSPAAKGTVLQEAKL
CDK5 p35 inh = inhibitors of human CDK5/p35 kinase, primary screen, biochemical, single concentration; Cyclin-dependent kinase 5 (Homo sapiens) + Cyclin-dependent kinase 5 activator 1 (Homo …; inhibition, % at 10 µM; 330,000 compounds, 0.01% hits; Recombinant CDK5/p35, ADP-Glo luminescence, 60 min; AID 488839, 2010;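 active means highest replicate inhibition of at least 50% and at least 75% of replicates reaching 50%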;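 further: plate controls were DMSO neutral control for no effect and GW8510 at 10 µM for full effect; many of its hits are not listed in these tables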
PKA-R2B act = activators of PKA-R2B holoenzyme, primary screen, biochemical, fluorescence polarization, Cy5-IP20, human; 340,000 compounds, 0.079% hits; cAMP-dependent protein kinase catalytic subunit beta (Homo sapiens) + cAMP-dependent …; activation, % at 11.4 µM; PKA-R2B holoenzyme dissociation; R2B truncated from residue 108, S112A mutant; 0% DMSO only, 100% 113 µM cGMP; AID 504700, 2011;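 active means activation above a cutoff set at the mean over all compounds plus 3 SD, cut at about 18% in these data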;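 further: higher means more holoenzyme dissociation and a rise in polarization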
Target sequence (P31323 whole entry, looked up, other chains not shown, the tested form may be a part): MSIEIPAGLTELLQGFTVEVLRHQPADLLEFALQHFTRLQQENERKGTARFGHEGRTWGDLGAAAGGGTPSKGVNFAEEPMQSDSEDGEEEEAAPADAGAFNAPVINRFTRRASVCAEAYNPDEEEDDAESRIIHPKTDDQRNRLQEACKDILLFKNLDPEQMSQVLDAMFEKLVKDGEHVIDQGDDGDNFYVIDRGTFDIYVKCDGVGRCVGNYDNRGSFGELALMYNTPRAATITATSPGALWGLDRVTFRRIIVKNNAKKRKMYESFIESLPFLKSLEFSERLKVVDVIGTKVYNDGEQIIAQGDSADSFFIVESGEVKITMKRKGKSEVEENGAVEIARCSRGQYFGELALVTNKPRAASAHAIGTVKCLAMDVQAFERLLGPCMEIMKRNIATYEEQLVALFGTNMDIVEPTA
Pemphigus Ab inh = inhibitors of pemphigus antibody binding to DSG3, primary screen, biochemical, bead-based, flow cytometry, scFv-GFP | DSG3-coupled beads, scFv-anti-DSG3-GFP binding; stronger effect = lower value | AID 588358, 2011 | 310,000 compounds, 0.48% hits | Desmoglein-3 (Homo sapiens), P32926 | binding (percent of control), % at 10 µM;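 active means binding more than 3 SD below its plate's average and above zero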; further: some compounds called inactive have numbers as strong as hits
MITF TRPM1 HTS = activators of MITF-driven TRPM1 promoter reporter, primary screen, cell-based, SK-MEL-5, luciferase, single point | SK-MEL-5 TRPM1-promoter luciferase, 24 h; % of positive control, neutral wells = 0 | activation, % at 12.5 µM | 300,000 compounds, 0.75% hits | AID 588334, 2011;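 active means mean activation of at least 80% with every replicate also reaching 80%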;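 further: 0% = neutral control wells and 100% = parthenolide positive control wells; values of inactives mirror those of a sister screen read the other way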
NSD2 HMT inh = NSD2 histone methyltransferase inhibitors, primary screen, biochemical, AlphaScreen, single concentration, set 2. AID 743445, 2014. Histone-lysine N-methyltransferase NSD2 (Homo sapiens), O96028. inhibition, % at 12.5 µM. 310,000 compounds, 0.54% hits. NSD2 peptide methylation, 120 min; in the data active means inhibition above about 50%
* hit, by the source's call; nt = no result given.

SMILES	SUMO Mot1 rescue	PKA-R1A activ	SR-BI uptake up	dFosB activator	Arrestin-AP2 inh	SR-BI HDL uptake	CDK5 p35 inh	PKA-R2B act	Pemphigus Ab inh	MITF TRPM1 HTS	NSD2 HMT inh
COCCCn1c(SCC(=O)Nc2ccc(NC(C)=O)cc2)nc2sc3c(c2c1=O)CCC3	-3.2	-2.2	-47.8	5.6	22.0	47.8	-1.1	-7.5	nt	4.9	-1.9
O=c1nc2c(O)cccn2c2c1c(=O)[nH]c1ccccc12	nt	-3.5	31.8	1.2	21.8	-31.8	0.4	-2.2	98.1	0.0	2.9
O=C(Nc1cccc(Cl)c1)c1ccc(OC(=S)N2CCOCC2)cc1	361.6	1.5	-45.3	6.4	7.7	45.3	1.6	2.6	73.4	49.3	-2.1
Cc1ccnc(NC(=O)c2cccc(NS(=O)(=O)c3ccccc3C)c2)c1	nt	-5.4	15.6	-23.1	1.7	-15.6	1.0	1.5	103.0	16.1	nt
COc1ccc(CNC(=O)c2nccnc2CO)cc1	8.5	-8.1	-2.6	7.5	-19.7	2.6	0.0	6.4	nt	-7.2	0.5
O=C(NC1CCCCC1)C1CCCN(S(=O)(=O)c2ccc(Br)s2)C1 (stereo not drawn)	-16.7	-9.9	3.8	12.2	36.6	-3.8	-0.5	5.5	99.4	-9.3	-0.3
Cc1cc(OCC(=O)Nc2ccncc2)cc(C)c1Cl	-14.0	-1.4	-21.5	-20.5	4.3	21.5	1.2	-2.7	114.3	-6.2	-2.9
CCCOC(=O)CC1C(=O)NCCN1Cc1cc(OC)cc(OC)c1 (stereo not drawn)	1.1	-21.5	9.3	-3.2	6.3	-9.3	0.7	-12.2	110.5	-5.1	-3.4
CCOc1cc(NC(=S)NCc2ccco2)c(OCC)cc1NC(C)=O	-17.4	9.6	9.0	5.1	-5.2	-9.0	-1.8	-8.2	107.8	-10.3	-0.4
COc1ccc(NC(=O)C(=O)NCCO)cc1Cl	-3.3	-5.5	4.6	1.0	-0.5	-4.6	nt	-2.4	86.0	-6.7	-2.0

Individual results from above.
CCCOC(=O)CC1C(=O)NCCN1Cc1cc(OC)cc(OC)c1 (stereo not drawn) in SR-BI uptake up has 9.3
O=C(NC1CCCCC1)C1CCCN(S(=O)(=O)c2ccc(Br)s2)C1 (stereo not drawn) in Pemphigus Ab inh has 99.4

Next entries follow.
SMILES	SUMO Mot1 rescue	PKA-R1A activ	SR-BI uptake up	dFosB activator	Arrestin-AP2 inh	SR-BI HDL uptake	CDK5 p35 inh	PKA-R2B act	Pemphigus Ab inh	MITF TRPM1 HTS	NSD2 HMT inh
Fc1ccccc1Nc1nc2ccccc2n2nnnc12	-25.7	2.6	-22.3	-8.5	-5.1	22.3	0.4	-4.2	96.0	39.5	nt
CN(C)S(=O)(=O)c1ccc(C(=O)N2CC(=O)Nc3ccc(F)cc3C2c2ccc(F)cc2)cc1 (stereo not drawn)	-9.5	-2.4	4.7	-9.0	-10.0	-4.7	-1.2	5.5	91.3	4.7	0.3
Cc1cc(N(CCO)CCO)nc(-n2nc(C)cc2C)n1	-14.2	-2.0	-14.5	5.2	1.1	14.5	-2.6	-1.4	96.0	-7.2	-2.5
C=CCN1C(=O)C(O)(CC(=O)c2ccc(-n3cccc3)cc2)c2ccccc21 (stereo not drawn)	nt	-2.2	-11.0	-16.7	17.6	11.0	-1.3	-0.2	nt	nt	nt
O=C(NCCc1ccccc1)c1ccc(CS(=O)(=O)Cc2ccc(F)cc2)o1	-4.7	-8.2	16.4	-8.6	3.2	-16.4	-0.4	-2.8	128.6	-0.1	-0.8
CC(Sc1nccn1C)C(=O)c1ccc(Br)cc1 (stereo not drawn)	-7.4	8.5	2.9	2.2	-2.4	-2.9	-1.3	-5.3	89.0	19.6	-3.3
O=C(Cn1cc(COc2ccc(Br)cc2[N+](=O)[O-])nn1)c1ccc(O)cc1	nt	-4.3	3.8	-4.7	1.4	-3.8	-0.5	4.5	94.2	-6.0	nt
CCOC(=O)c1cn(CC(=O)Nc2cccc(F)c2)nn1	14.1	-0.9	5.6	-4.7	-0.8	-5.6	-5.3	2.2	108.6	43.2	-4.0
CC1CN(C(=O)CCC(=O)NC2CCN(Cc3ccccc3)CC2)c2ccccc2O1 (stereo not drawn)	-7.1	-13.6	-2.0	-4.0	-2.8	2.0	-4.7	-8.8	97.4	nt	nt
CC(=O)N(CCc1ccccc1)Cc1cc2ccc(C)c(C)c2[nH]c1=O	-5.8	-3.1	-23.2	-8.3	2.8	23.2	-7.1	-12.2	112.9	nt	4.4
C[N+](C)(C)CCNC(=O)c1c(O)c2c([nH]c1=O)CCCC2	-1.9	2.8	44.4	2.3	-2.7	-44.5	0.2	-20.9	107.7	-4.3	0.9
C/C(CS(=O)(=O)c1ccc(Cl)c(Cl)c1)=N/NC(N)=S	6.7	-2.2	-80.8	-6.0	4.8	80.8*	1.9	-12.4	nt	6.6	-0.9
NNC(=O)c1sc2cc(C(F)(F)F)cnc2c1-c1ccccn1	-2.8	nt	-9.6	-7.1	11.8	9.6	0.6	nt	97.4	0.5	-7.0
CC(=O)Nc1c(NC(C)(C)C)c2ccccc2oc1=O	-11.0	4.8	21.4	-0.7	3.8	-21.4	0.9	-2.3	103.9	-3.3	0.1
COc1ccccc1NC(=O)c1ccc2c(c1)C(=O)N(c1ccccc1OC)C2=O	-3.1	-7.5	-33.8	-10.6	5.1	33.8	1.6	0.7	112.7	10.1	0.9
CC(NS(=O)(=O)c1ccc(Br)cc1)C(=O)NC1CCCCCC1 (stereo not drawn)	-6.3	-7.8	-7.2	-12.1	7.6	7.2	-0.3	-10.0	nt	-3.0	-2.0
Cc1ccc(C)c(-c2csc(N/N=C/c3ccco3)n2)c1	6.0	nt	-14.2	-3.4	-23.7	14.2	0.1	nt	95.6	4.2	-3.5
CC1(C)Cc2ccccc2C(COc2ccccc2)=N1	6.8	11.7	-1.7	-14.6	34.5	1.7	-0.4	-1.1	111.5	nt	9.9
O=C(C[C@H]1C[C@H](C(=O)N2CCOCC2)[C@@]2(CCC3CCCC3)c3[nH]c4ccc(Cl)cc4c3CCN2C1=O)NCC12CC3CC(CC(C3)C1)C2	nt	-0.2	33.0	10.8	43.3	-33.0	0.8	-1.8	105.9	-49.3	nt
CCC(=O)Nc1ccc(OCc2nnc3c4ccccc4c(C)nn23)cc1	9.3	0.1	2.2	-7.0	7.8	-2.2	-1.2	2.2	113.9	2.4	-2.5
CCCc1cc(C(=O)Nc2ccc(CC)cc2)no1	90.4	-6.8	-5.9	3.2	0.2	5.9	-0.9	6.3	101.6	159.4*	nt
O=S(=O)(Nc1cccc(-c2ccc(N3CCOCC3)nn2)c1)c1ccc(Cl)c(Cl)c1	11.3	-12.8	34.5	-10.0	3.8	-34.5	-1.9	-12.8	65.1	29.4	0.0
Cc1cc(C)c(C(=O)N(C)CC2CCCN(CCc3ccccc3F)C2)o1 (stereo not drawn)	1.1	-8.7	1.2	-8.1	-17.6	-1.2	2.7	-8.1	104.3	-4.3	0.9
O=C(O)c1ccc(-c2ccc(/C=c3/sc4nc5ccccc5n4c3=O)o2)cc1Cl	122.5	-7.7	8.2	-15.2	-119.8	-8.2	-6.1	-9.8	289.2	11.9	nt
OC(c1ccccc1)(c1ccccc1)c1ncc[nH]1	-11.4	3.6	2.0	-7.4	-1.9	-2.0	-2.2	7.6	96.4	5.2	nt
CCCCC/C=C/C1=CC(=O)C[C@H](c2ccc(OC)c(OC)c2)C1	-2.4	8.3	-5.3	-4.0	30.2	5.3	-3.7	1.1	97.6	-2.9	nt
CC(=O)Nc1sc(C)c(C)c1C(=O)OCC(=O)NCc1ccc(Cl)cc1	-4.0	2.7	-3.0	89.6*	-0.7	3.0	-1.6	-5.5	nt	8.3	-2.6
COC(=O)/C(C#N)=C/c1c(N2CCCCCC2)nc2c(C)cccn2c1=O	nt	-5.0	-3.8	-5.4	6.5	3.8	-0.1	-0.2	97.5	nt	nt
O=C(CSCc1ccccc1)NNc1c(F)c(F)cc(F)c1F	30.8	-1.8	13.1	-6.1	24.1	-13.1	0.4	2.2	97.1	-1.6	0.2
O=C(CCn1c(=O)oc2ccccc21)Nc1cccc([N+](=O)[O-])c1	-4.2	-4.1	17.6	0.8	2.2	-17.6	0.3	1.6	nt	15.7	18.2
CCOc1ccc(NC(=O)NNC(=O)c2ccc3ccccc3c2O)cc1	-7.0	-18.8	-19.4	-6.8	-4.7	19.4	2.7	0.6	99.1	17.1	9.5
Nc1ccccc1-c1nnc(SCC(=O)Nc2ccccc2OC(F)F)[nH]c1=O	1.6	1.5	3.3	-1.5	5.0	-3.3	-2.4	5.0	89.5	-19.0	-0.9
CCOC(=O)N1CCN(C(=O)CSc2ccc3nnc(-c4ccccn4)n3n2)CC1	13.4	-9.0	31.8	-9.5	-5.5	-31.9	-4.1	-4.4	96.6	-8.5	-2.9
CN(C)S(=O)(=O)c1ccc(C(=O)NNC(=O)C2COc3ccccc3O2)cc1 (stereo not drawn)	6.6	1.3	3.0	-2.9	-3.9	-3.0	-6.1	-9.1	110.8	-5.9	-1.9
Cc1cc(C)cc(N(CC(=O)N2CCC(C)CC2)S(=O)(=O)c2ccccc2)c1	-29.5	-3.4	20.7	-2.4	40.6	-20.8	2.5	-17.1	130.0	nt	-0.8
